# Tau fibril ThT: blocks human tau fibril formation measured by thioflavin T; recombinant tau K18 P301L, heparin-induced fibrillization, ThT fluorescence; P10636; hit rate 2.1% among 270,000; Potency, µM (series often up to 57.4 µM), without a hit: top-dose activity, negative = inhibition, usual class: inhibitors; note: % is set by controls: 0 for no effect and ±100 for the full control effect; nearly all actives have a fitted effect of over 55% in size
# Target sequence (P10636 561-689 P618L limits assumed): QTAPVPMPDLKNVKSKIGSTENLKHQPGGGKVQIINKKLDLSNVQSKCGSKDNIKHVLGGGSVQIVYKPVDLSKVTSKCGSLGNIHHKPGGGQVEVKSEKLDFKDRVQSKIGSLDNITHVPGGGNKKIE
#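 Fibril formation assay: tau K18 P301L at 15 uM with trace Alexa 594 label, heparin inducer 20 uM, pH 7 sodium acetate buffer, 37 C for 6 hr; endpoint ThT signal.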
# JMJD2E inh: inhibitors of human JMJD2E histone demethylase; B2RXH2; JMJD2E catalytic domain, FDH-coupled NADH fluorescence (FDH is formaldehyde dehydrogenase); Potency, µM (top dose mostly 57.1 µM), without a hit: at the highest dose activity change, negative = inhibition, hits mostly inhibitors; hit rate 1.6% among 230,000; active = well fitted inhibition curve with a large enough effect, not every such curve was filed as active; inconclusive = small, poorly fitted or top-dose-only effect, or another doubt; inactive = no such curve, though single readings can be large or run the other way;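 note: 0% = wells with enzyme and -100% = buffer wells without enzyme; nearly all actives have a fitted effect of over 50% in size; many of its hits are not listed in these tables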
# Target sequence (B2RXH2 1-337 limits assumed): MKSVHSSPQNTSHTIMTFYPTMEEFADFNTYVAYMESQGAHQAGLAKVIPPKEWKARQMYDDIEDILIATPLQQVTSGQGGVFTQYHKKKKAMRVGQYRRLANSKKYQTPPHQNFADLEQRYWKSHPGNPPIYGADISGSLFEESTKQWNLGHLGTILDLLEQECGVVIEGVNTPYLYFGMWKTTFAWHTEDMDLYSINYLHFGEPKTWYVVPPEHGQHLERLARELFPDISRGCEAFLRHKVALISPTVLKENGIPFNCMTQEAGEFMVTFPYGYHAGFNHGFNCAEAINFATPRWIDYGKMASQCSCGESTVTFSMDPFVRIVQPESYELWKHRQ
# HttQ103 aggreg: reduces HttQ103-GFP aggregates in PC12 cells; PC12 HttQ103-GFP aggregates, Acumen cytometry, 40 h; Potency, µM (doses to about 46.1 µM), inactives show at the highest dose activity change, negative = inhibition, usual class: inhibitors; hit rate 1.1% among 220,000; note: % is set by controls: 0 for no effect and ±100 for the full control effect; nearly all actives have a fitted effect of over 60% in size
#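 Using laser scanning cytometry, GFP-positive aggregates were counted after lysis of PC12 cells induced with 100 nM tebufenozide to express HTT exon 1 Q103–GFP. Compounds were tested in titration.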
# ALDH1A1 block: blocks purified human ALDH1A1 activity; AID 1030; Purified ALDH1A1, NADH fluorescence, propionaldehyde substrate; hit rate 7.3% among 220,000; P00352; Potency, µM (top dose mostly 75.3 µM), for inactives: top-dose activity, negative = inhibition, actives largely listed as inhibitors; active = well fitted inhibition curve with a large enough effect, not every such curve was filed as active; inconclusive = small, poorly fitted or top-dose-only effect, or another doubt; inactive = no such curve, though single readings can be large or run the other way;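 note: plate controls were no enzyme wells and a reference inhibitor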
# Target sequence (P00352 whole entry, looked up): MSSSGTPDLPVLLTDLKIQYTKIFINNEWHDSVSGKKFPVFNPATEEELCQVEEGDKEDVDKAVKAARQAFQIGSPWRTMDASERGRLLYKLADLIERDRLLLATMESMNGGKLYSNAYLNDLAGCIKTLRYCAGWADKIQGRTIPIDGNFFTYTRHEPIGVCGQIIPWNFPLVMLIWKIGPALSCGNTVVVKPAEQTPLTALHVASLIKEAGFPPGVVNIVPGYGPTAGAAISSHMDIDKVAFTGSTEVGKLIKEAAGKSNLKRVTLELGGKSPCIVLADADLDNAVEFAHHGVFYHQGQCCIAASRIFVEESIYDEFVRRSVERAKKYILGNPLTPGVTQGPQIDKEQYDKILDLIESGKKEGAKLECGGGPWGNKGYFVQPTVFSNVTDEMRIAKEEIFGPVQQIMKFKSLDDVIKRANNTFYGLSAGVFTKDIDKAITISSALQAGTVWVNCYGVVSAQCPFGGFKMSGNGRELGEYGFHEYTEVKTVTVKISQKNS
# HTT cytoprotect: Huntington cell model cytoprotection by ATP luminescence. PC12 HTT-Q103 induced, cytoprotection, ATP luminescence, 40 h. hit rate 0.14% among 230,000. Potency, µM (series often up to 56.4 µM), inactives show cytoprotection (ATP increase), hits mostly activators;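 note: % of control where 0% means no effect; nearly all actives have a fitted effect of over 45% in size; toxic huntingtin expression switched on by the ecdysone agonist tebufenozide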
#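 PC12 cells with ecdysone-inducible HTT exon 1 Q103-GFP, induced with 100 nM tebufenozide and co-treated with library compounds in a dose series (1536-well, 1500 cells/well). Cytoprotection read as ATP content by ATPlite luminescence.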
# Tau fibril FP: blocks human tau fibril formation measured by polarization; Potency, µM (series often up to 57.7 µM), for the others: at the highest dose activity, negative = inhibition, usual class: inhibitors; K18 P301L tau heparin fibrillization, Alexa594 FP, 6 h; P10636; hit rate 0.39% among 280,000; note: % is set by controls: 0 for no effect and ±100 for the full control effect; nearly all actives have a fitted effect of over 55% in size
#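 Read-out: fluorescence polarization of Alexa 594-labeled tau (0.24 uM), 555 nm excitation, 632 nm emission. Mixtures held 15 uM unlabeled K18 P301L, compound and 20 uM heparin, pH 7 acetate buffer, incubated 6 hr at 37 C.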
# Tau fluor cs: counter-screen for tau fibril formation inhibitors; hit rate 0.93% among 280,000; AID 1463; Potency, µM (top dose mostly 57.7 µM), inactives show at the highest dose activity change, negative = decrease; tau K18 P301L Alexa594 fluorescence, heparin fibrillization; note: % is set by controls: 0 for no effect and ±100 for the full control effect; nearly all actives have a fitted effect of over 55% in size
#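 Human tau K18 P301L (15 uM unlabeled, 0.24 uM Alexa 594-labeled) in 100 mM sodium acetate pH 7 with 20 uM heparin, 6 hr at 37 C. ThT 30 uM added, 1 hr ambient; Alexa 594 FP and total fluorescence read at 555/632 nm.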
# SMN2 splice up: SMN2 splice variant enhancement. AID 1458. HEK293 SMN2-luciferase splicing reporter, luminescence, 30-36 h. Potency, µM (titrated, usually from 46.1 µM), for the others: at the highest dose activity change, positive = activation, actives largely listed as activators. hit rate 2.8% among 210,000; note: % of control where 0% means no effect; nearly all actives have a fitted effect of over 55% in size
#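 HEK293 cells carry an SMN2 […]–luciferase reporter in which exon 7 inclusion puts luciferase in frame. Cells were plated 10-12 h before compound addition, then incubated 30-36 h at 37C. ONE-Glo luminescence was read; sodium butyrate at 4.5 mM final served as control.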
# Numbers without * were called inactive; ? = inconclusive; . = no result given; [ ] = remark or other dose. Unless noted, calls come from the whole dose curve; as a rule, active = well fitted curve in the direction sought with a large enough effect; inconclusive = small, poorly fitted or top-dose-only effect, or another doubt; inactive = no such curve, though single readings can be large; an effect the other way counts as inactive or inconclusive. Potency is the fitted concentration of half-maximal effect. The list is partial, so the mix of outcomes need not match the whole.
Molecule	Tau fibril ThT	JMJD2E inh	HttQ103 aggreg	ALDH1A1 block	HTT cytoprotect	Tau fibril FP	Tau fluor cs	SMN2 splice up
Cc1noc(C)c1CCC(=O)N1CCCC(CCC(=O)NCc2ccc(F)c(F)c2)C1 (stereo unspecified)	0.2%	-14.3%	-6.0%[9.22 µM]	-1.0%	-13.7%[10 µM]	12.4%	-1.0%	.
COc1ccc(CCNC(=S)Nc2cc(C)cc(C)c2)cc1	-13.2%	2.0%	-20.1%	-1.3%	-0.3%	-11.9%	?	-9.6%
O=C(CN1C(=O)CSc2ccc(S(=O)(=O)N3CCOCC3)cc21)NCc1cccnc1	3.0%	-46.9%	3.6%	1.4%	.	5.3%	4.9%	13.0%
Cc1cccc(NC(=O)Cn2c(C)c(C#N)c3ccccc32)c1C	0.8%	-1.5%	-2.4%	9.6%	14.4%	-10.0%	1.2%	-18.9%
NS(=O)(=O)c1ccc(Nc2ccc([N+](=O)[O-])c3nonc23)cc1	15.8µM*	-11.0%	-8.1%[9.22 µM]	.	7.8%[10 µM]	-11.4%	-21.8%	.
Cc1ccc(NC(=O)c2oc3ccc(S(=O)(=O)N4CCOCC4)cc3c2C)cc1C	0.9%	?	-25.1%	?	-11.5%[0.074 µM]	6.9%	-0.4%	1.5%
COc1ccccc1CN1C[C@@H]2C[C@@H](c3ccc(Cl)cc3)N3CCC[C@@]23C1=O	-13.7%	-7.2%	-5.5%[9.22 µM]	-29.1%	-16.6%[10 µM]	-5.1%	-4.0%	.
CCCOC(=O)C[N+](C)(C)CCOC1CC2CCC1(C)C2(C)C (stereo unspecified)	8.0%	-0.4%	-16.9%[9.22 µM]	.	30.4%[10 µM]	4.5%	8.7%	.
CC(C)(C)OC(=O)N1CCC(NC(=O)c2[nH]cnc2C(=O)N[C@@H](Cc2ccccc2)C(=O)OCc2ccccc2)CC1	?	7.2%	9.8%[9.22 µM]	-3.7%	1.2%[10 µM]	-20.8%	-26.7%	.
CCOC(=O)C1C(c2cccc(F)c2)NC(=S)NC1(O)C(F)(F)F (stereo unspecified)	-3.2%	-6.0%	6.5%	?	-10.3%[0.074 µM]	4.5%	4.3%	3.3%
O=C(O)CSCCn1cccn1	3.6%	-3.4%	7.3%	0.9%	-1.2%[10 µM]	2.1%	1.8%	-3.5%
CC(CCc1ccccc1)NC(=O)CN1CCc2ccccc2C1 (stereo unspecified)	?	0.7%	-17.8%	-7.1%	-44.4%[inhibitor]	5.5%	-8.4%	-9.2%
CC1(C)CC(N2CCCCC2)=CC(=[N+]2CCCCC2)C1	-7.2%	-21.0%	?	-2.9%	-59.8%[inhibitor]	-0.5%	-4.1%	-80.0%[inhibitor]
CCn1c(COc2ccc(C)cc2)nnc1SCC(=O)Nc1ccc2c(c1)OCCO2	-12.9%	13.0%	18.4%	?	8.3%[10 µM]	3.5%	-26.0%	-12.7%
CCOC(=O)c1[nH]c2ccc(Br)cc2c1NC(=O)CCN1CCC(C(=O)OCC)CC1	-8.4%	2.7%	-21.8%	17.0%	-6.7%[10 µM]	?	-18.6%	-27.5%
CCOC(=O)CSc1nc(N)c(C#N)c(-c2cccs2)c1C#N	-1.0%	-14.7%	7.0%	-16.6%	16.2%	?	-4.8%	-23.3%
CCn1nc(C)c(Oc2ccccc2O)c1C	-2.1%	-0.4%	-22.1%	14.6%	-1.3%[10 µM]	4.6%	-2.5%	-13.8%
CCOC(=O)N1CCN(C(=O)/C(=C\c2ccc(SC)cc2)NC(=O)c2ccccc2)CC1	-4.8%	-2.9%	0.3%[9.22 µM]	.	12.0%[10 µM]	-1.0%	-0.7%	.
COc1cc2c(cc1OC)C1=C(C#N)CCC(=O)N1CC2	3.7%	3.6%	0.5%	-5.9%	-14.2%[0.074 µM]	2.3%	5.8%	19.1%
CCc1cc2c(=O)n(CC(C)C)cnc2s1	3.1%	0.6%	1.0%	-7.4%	.	5.0%	8.9%	14.1µM*
CCc1ccc(Nc2ncnc3nc[nH]c23)cc1	.	-1.0%	-7.4%[9.22 µM]	.	-1.1%[10 µM]	4.4%	-7.2%	.
O=C(c1cccs1)N1CCN(C(=O)c2ccco2)c2ccccc2C1	-7.5%	12.2%	-10.0%	?	-17.9%	2.3%	-0.4%	-4.0%
Cc1cccc(N2C(N)=C(C#N)C(C#N)(C#N)C2c2ccccc2)c1 (stereo unspecified)	1.2%	?	?	?	-29.6%[0.074 µM]	6.2%	-28.7%	-4.7%
O=S(=O)(N1CCOCC1)n1cnc2ccccc21	-9.2%	-1.4%	?	4.2%	-12.0%	3.6%	-4.0%	-26.1%
CC(C)C(=O)c1cn(CC(=O)NCc2ccc3c(c2)OCO3)c2ccccc12	11.1%	3.7%	-14.9%	?	3.0%[10 µM]	4.8%	2.2%	-4.3%
NC(=O)C1CCN(C2CC(=O)N(c3cccc(F)c3)C2=O)CC1 (stereo unspecified)	-9.1%	2.9%	-2.8%	22.4µM*	-11.8%[0.074 µM]	8.4%	-1.3%	.
O=C(Cn1c(=O)n(Cc2ccc(C(=O)NCc3ccccc3Cl)cc2)c(=O)c2ccccc21)Nc1ccc(F)cc1	7.2%	.	.	.	.	?	-18.0%	-0.6%
Cc1ccc(-c2cc(N)n(Cc3cccc(Cl)c3)n2)cc1	-10.4%	.	.	.	.	5.0%	?	-34.0%[inhibitor]
C#CCNc1c(C)c(C)nc2ncnn12	0.3%	7.8%	9.0%	9.5%	2.3%[10 µM]	10.0%	7.1%	22.0%
O=C(c1cnccn1)N1CCc2ccccc21	1.7%	6.6%	2.1%	-8.3%	-0.1%[10 µM]	9.5%	0.9%	9.0%
Cc1nc(Nc2nc(CSc3nc4ccccc4[nH]3)cc(=O)[nH]2)nc2ccccc12	?	5.8%	-26.1%	-6.6%	.	-10.4%	-20.9%	-51.9%[inhibitor]
COc1cc(CNc2ccc3[nH]c(=O)[nH]c3c2)cc(Cl)c1OCC(=O)NC(C)(C)C	11.2µM*	?	-8.1%	?	-3.8%[0.074 µM]	?	?	12.8%
OCc1cn(-c2ccccc2)nc1-c1ccc(-c2nn(-c3ccccc3)cc2CO)cc1	-11.2%	?	15.6%	?	-12.0%	?	-29.5%	-12.6%
COc1cc(-c2nnc3sc(-c4cccs4)nn23)cc(OC)c1OC	-14.0%	7.4%	3.1%	-5.6%	-8.3%	-8.2%	-3.0%	?
CCCn1c(SCC(=O)Nc2ccccc2CC)nnc1C(C)C	3.6%	-0.4%	-29.9%	-8.6%	-34.9%[10 µM]	5.4%	1.8%	-12.1%
CSc1ncc(CN2CCN(C(C)C)C(CCO)C2)cn1 (stereo unspecified)	14.4%	3.8%	13.0%[9.22 µM]	8.8%	-7.7%[10 µM]	6.7%	14.2%	.
C[n+]1ccc(/C=N/Nc2nc(Cl)c(C#N)c(Cl)c2Cl)cc1	12.6µM*	1.3%	-12.1%[9.22 µM]	-7.0%	12.1%[10 µM]	-4.9%	11.2µM*[quencher]	-10.4%
Cc1cc(C)n2nc(SCC(=O)Nc3c(C)n(C)n(-c4ccccc4)c3=O)nc2n1	-6.0%	0.8%	21.9%	-12.7%	12.8%	0.0%	-2.9%	9.8%
CC1CCCC(C)N1C(=O)c1cc(-c2cccs2)on1 (stereo unspecified)	-4.0%	-6.9%	-11.7%	-2.5%	-13.0%[10 µM]	-2.0%	3.4%	?
CC(=O)c1ccc(OCCCC(=O)OCC(=O)N2CCN(c3ccccc3)CC2)cc1	?	-3.7%	0.4%	-6.0%	4.3%[10 µM]	-5.1%	-12.5%	3.7%
Cc1nn(C(=O)C2CC2)c(C)c1Sc1ccc(Cl)cc1	-11.3%	9.1%	-15.0%	5.1%	11.3%[10 µM]	-6.9%	-2.6%	-23.7%
CCOc1ccc(N2CC(c3nc4ccccc4n3CCCCOc3ccc(OC)cc3)CC2=O)cc1 (stereo unspecified)	?	.	.	.	.	8.8%	-12.0%	-26.6%
Cc1[nH]n(-c2ccccc2)c(=S)c1C=Nc1ccc([N+](=O)[O-])cc1	25.1µM*	6.31µM*	26.5%	5.62µM*	20.9%[10 µM]	?	-19.0%	-15.1%
Cc1ccc(CN(Cc2cccn2-c2nnc(N3CCCC3=O)s2)C(=O)Nc2ccccc2C(F)(F)F)cc1	-11.7%	.	.	.	.	-0.3%	-15.5%	4.5%
CC(C)OCCCNC(=O)c1ccc2c(=O)n(CCc3ccccc3)c(=O)[nH]c2c1	-23.3%	.	.	.	.	-7.6%	-18.1%	-0.2%
Cc1nn(C)c(C(=O)Nc2ccn(C34CC5CC(CC(C5)C3)C4)n2)c1[N+](=O)[O-]	-4.0%	-8.8%	19.7%	-15.0%	.	1.2%	-6.3%	-13.0%
COc1ccccc1NC(=O)CCSc1nc(C)cc(C)n1	-2.5%	5.7%	13.0%[9.22 µM]	?	2.9%[10 µM]	1.7%	-0.7%	.

# Entries of single compounds as entered above. Screens in order: Tau fibril ThT	JMJD2E inh	HttQ103 aggreg	ALDH1A1 block	HTT cytoprotect	Tau fibril FP	Tau fluor cs	SMN2 splice up
# Results for CCc1cc2c(=O)n(CC(C)C)cnc2s1 : 3.1%	0.6%	1.0%	-7.4%	.	5.0%	8.9%	14.1µM*
# Results for O=C(CN1C(=O)CSc2ccc(S(=O)(=O)N3CCOCC3)cc21)NCc1cccnc1 : 3.0%	-46.9%	3.6%	1.4%	.	5.3%	4.9%	13.0%

# From PubChem
